LYPLA1 inh – counter-screen for PME1 inhibitors: inhibitors of human LYPLA1 | AID 2174 | inhibition, % at 5.9 µM | recombinant LYPLA1, FP-Rh probe fluorescence polarization | O75608 | 320,000 tested, 0.16% active;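 active means inhibition above the mean of all tested compounds plus 3 SD, set per campaign, cut at about 14% in these data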;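 further: inhibitors block serine hydrolase probe labeling of LYPLA1 so polarization falls; 0% = enzyme with DMSO and 100% = wells lacking LYPLA1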
GSTO1 counter – counter-screen for RBBP9 inhibitors: inhibitors of human GSTO1; recombinant GSTO1, activity-based probe fluorescence polarization; inhibition, % at 5.96 µM; 300,000 tested, 1.1% active; AID 1974;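 active means inhibition above the campaign mean inhibition plus 3 SD, cut at about 35% in these data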;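 further: 0% = GSTO1-1 with DMSO and 100% = wells lacking GSTO1-1 enzyme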
Target sequence (P78417 whole entry, looked up): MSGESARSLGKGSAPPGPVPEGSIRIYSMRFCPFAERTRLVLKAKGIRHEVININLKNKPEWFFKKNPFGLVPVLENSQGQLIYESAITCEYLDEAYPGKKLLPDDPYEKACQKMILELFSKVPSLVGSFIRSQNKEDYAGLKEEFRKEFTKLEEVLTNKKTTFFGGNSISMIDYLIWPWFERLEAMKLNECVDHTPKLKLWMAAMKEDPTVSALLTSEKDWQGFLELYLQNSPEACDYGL
PAFAH1B3 inh – inhibitors of human PAFAH1B3; AID 492972; recombinant PAFAH1B3, FP-rhodamine probe, fluorescence polarization; inhibition, % at 3.39 µM; 340,000 tested, 0.28% active; Q15102;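 active means inhibition above the screen-wide average of all tested compounds plus 3 SD, cut at about 25% in these data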;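 further: 0% = enzyme with DMSO only and 100% = wells lacking PAFAH1B3 protein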
Target sequence (Q15102 whole entry, looked up): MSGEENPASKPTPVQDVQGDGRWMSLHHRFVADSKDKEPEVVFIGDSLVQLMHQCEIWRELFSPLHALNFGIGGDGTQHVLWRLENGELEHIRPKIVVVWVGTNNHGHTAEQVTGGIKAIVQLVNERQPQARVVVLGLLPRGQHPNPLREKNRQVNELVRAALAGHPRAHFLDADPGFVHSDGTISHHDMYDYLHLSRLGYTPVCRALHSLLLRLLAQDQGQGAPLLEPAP
PAFAH1B2 FP inh – inhibitors of human PAFAH1B2; P68402; recombinant PAFAH1B2, FP-rhodamine activity probe, fluorescence polarization; inhibition, % at 3.39 µM; 340,000 tested, 1.2% active; AID 492953;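 active means inhibition above the mean of all tested compounds plus 3 SD, cut at about 24% in these data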;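 further: 0% = enzyme with DMSO and 100% = wells lacking PAFAH1B2; many of its hits are not listed in these tables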
Fam108B inh – Fam108B inhibition, counter-screen for RBBP9 inhibitors; recombinant Fam108B, FP-Rh probe fluorescence polarization; inhibition, % at 9.51 µM; 300,000 tested, 0.33% active;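 active means inhibition above the screen mean inhibition plus 3 SD, computed separately per campaign, cut at about 18% in these data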;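 further: inhibitors lower polarization as less probe binds the enzyme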
pPAFAH inh – inhibitors of human plasma PAF acetylhydrolase (pPAFAH). AID 463082. 330,000 tested, 1.5% active. Q13093. recombinant pPAFAH, FP-rhodamine probe fluorescence polarization. inhibition, % at 3.39 µM;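 active means inhibition above the mean inhibition across the screen plus 3 SD, cut at about 25% in these data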;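 further: inhibitors block binding of the rhodamine activity-based probe so polarization drops; 0% = enzyme with DMSO and 100% = wells lacking pPAFAH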
PME-1 inh – PME-1 (human) inhibition | Q9Y570 | recombinant PME-1, FP-Rh probe fluorescence polarization | inhibition, % at 5.9 µM | 320,000 tested, 0.53% active | AID 2130;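 active means inhibition above the campaign mean of all compounds plus 3 SD, cut at about 26% in these data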;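 further: competitive labeling of PME-1 active site by serine hydrolase directed probe; 0% = PME-1 with DMSO and 100% = wells lacking PME-1 enzyme; inhibitors block probe labeling so polarization falls and inhibition rises; many of its hits are not listed in these tables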
Target sequence (Q9Y570 whole entry, looked up): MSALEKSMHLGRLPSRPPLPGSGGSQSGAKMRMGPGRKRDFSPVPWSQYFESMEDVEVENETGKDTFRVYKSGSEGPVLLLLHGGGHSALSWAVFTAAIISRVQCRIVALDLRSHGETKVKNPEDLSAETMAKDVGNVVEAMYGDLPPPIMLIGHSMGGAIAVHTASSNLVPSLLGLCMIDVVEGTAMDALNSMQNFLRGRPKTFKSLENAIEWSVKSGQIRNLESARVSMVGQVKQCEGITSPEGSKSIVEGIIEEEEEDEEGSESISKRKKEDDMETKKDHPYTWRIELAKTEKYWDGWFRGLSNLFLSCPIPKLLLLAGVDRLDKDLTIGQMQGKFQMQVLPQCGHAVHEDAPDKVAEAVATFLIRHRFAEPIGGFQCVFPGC
PAD4 FP inh – PAD4 (human) enzyme inhibition. recombinant PAD4, RCA probe fluorescence polarization. inhibition, % at 6.36 µM. 330,000 tested, 0.41% active;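 active means percent inhibition above a cutoff equal to the mean of all tested compounds plus 3 SD, cut at about 15% in these data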;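 further: 0% = PAD4 with RCA probe and DMSO and 100% = probe without PAD4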
PAFAH2 inh – PAFAH2 (human) inhibition; AID 492956; Q99487; 340,000 tested, 0.99% active; inhibition, % at 3.39 µM; recombinant PAFAH2, FP-rhodamine activity probe, fluorescence polarization;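 active means inhibition above the mean over all tested compounds plus 3 SD, cut at about 30% in these data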;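 further: inhibitors block probe labeling of enzyme so polarization drops; 0% = enzyme with DMSO and 100% = wells lacking PAFAH2 protein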
An asterisk follows results filed as active; nt = no result given. A portion of the library, so the mix of outcomes need not match the whole.

SMILES | LYPLA1 inh | GSTO1 counter | PAFAH1B3 inh | PAFAH1B2 FP inh | Fam108B inh | pPAFAH inh | PME-1 inh | PAD4 FP inh | PAFAH2 inh
Brc1ccc(-c2cnnc(N3CCCC3)n2)cc1 | -1 | -7 | 2 | 3 | -6 | 13 | -2 | 5 | 11
COc1ccc(Cl)cc1C(=O)OCC(=O)N1CCCC(C)C1 (stereo not drawn) | nt | nt | 8 | 5 | nt | 2 | nt | -4 | 5
Cc1nonc1OCCNc1ccc([N+](=O)[O-])cc1[N+](=O)[O-] | -2 | -3 | 14 | -4 | 2 | 0 | -2 | 2 | 5
COc1ccc(CC(=O)Nc2cc(S(=O)(=O)N3CCOCC3)ccc2N2CCOCC2)cc1 | -3 | 7 | 7 | 6 | 2 | 1 | 10 | 1 | 0
CCOC(=O)/C(C#N)=C/c1c(N2CCCCCC2)nc2ccccn2c1=O | -5 | -4 | -2 | -5 | 2 | 0 | 2 | 2 | 5
COC(=O)c1ccc(COc2ccccc2/C=N/NC(=O)c2cccnc2)cc1 | -2 | -5 | 20 | 5 | -10 | -3 | 6 | -1 | 6
COC(=O)CNC(=O)CSc1ccccn1 | 1 | 12 | -3 | -9 | -1 | 0 | -6 | 1 | 4
O=S(=O)(c1cccc2nsnc12)N1CCOCC1 | -1 | 4 | 9 | -4 | 1 | 6 | 2 | 1 | -2
CCCCN(C)CCNC(=O)c1cn(C)c(=O)c2c1c1ccccc1n2C | -1 | -1 | 4 | 2 | -4 | -3 | -2 | -3 | 4
CC1CCN(C(=O)Cn2cc([N+](=O)[O-])ccc2=O)c2ccccc2S1 (stereo not drawn) | nt | nt | 13 | 4 | nt | -1 | nt | -3 | 5
CC(OC(=O)c1ccc(-n2cnnn2)cc1)C(=O)Nc1ccccc1[N+](=O)[O-] (stereo not drawn) | 3 | nt | 3 | 3 | nt | 5 | -1 | 0 | 7
CCOC(=O)Cn1cnc2c(nnn2-c2ccc(F)cc2)c1=O | 3 | 1 | 0 | 0 | -2 | 3 | 3 | 2 | -3
c1ccc2sc(-c3ccc4c(c3)OCO4)nc2c1 | -1 | 4 | 10 | 4 | 2 | -1 | -1 | 0 | 8
CCN(c1ccccc1)S(=O)(=O)c1ccc(Cl)c(C(=O)N(CC2CCCO2)C2CCS(=O)(=O)C2)c1 (stereo not drawn) | -3 | 12 | -4 | 6 | 3 | 4 | -3 | -2 | 2
O=C(NNc1ccc([N+](=O)[O-])cc1[N+](=O)[O-])C1C2CCCCC21 (stereo not drawn) | -1 | -8 | 9 | 7 | 2 | 1 | 3 | -3 | 2
O=C(COc1ccc(Cl)cc1)Nc1cc(S(=O)(=O)N2CCCCC2)ccc1N1CCCCC1 | -4 | 0 | -1 | -8 | 0 | 1 | 1 | -2 | 5
O=c1oc2ccccc2c(Cl)c1CN1CCCCC1 | 1 | 2 | 6 | 4 | -1 | 4 | -1 | -5 | 9
CCOC(=O)c1c(NC(=O)COC(=O)c2ccc(NC(=O)CC#N)cc2)sc(C(=O)NC)c1C | -43 | nt | -16 | -11 | nt | 3 | -71 | -3 | -14
CC(Oc1ccccc1Cl)C(=O)Nc1ccc(S(=O)(=O)N2CCCC2)cc1 (stereo not drawn) | 0 | 1 | 1 | 0 | 3 | 7 | 4 | -4 | 10
Cn1nc(C(=O)Nc2cccc(S(=O)(=O)N3CCCC3)c2)c2ccccc2c1=O | -2 | nt | 3 | 1 | nt | 0 | 4 | -3 | 3
Cc1cccc(CN2CCC(CNC(=O)Cn3ncc4c([nH]c5ccccc54)c3=O)CC2)c1 | 2 | 0 | 5 | 3 | -1 | 3 | -2 | 1 | 8
O=C(CC1CCCCC1)Nc1c2c(nn1-c1ccc(F)cc1)CS(=O)(=O)C2 | -4 | -4 | 1 | 3 | 2 | 1 | -1 | 0 | 1
CCCCN(C(=O)c1ccc(-c2ccc([N+](=O)[O-])cc2)o1)c1c(N)n(CC(C)C)c(=O)[nH]c1=O | -3 | nt | 3 | -2 | nt | -2 | -5 | -4 | -1
CCOC(=O)CCSCC(=O)Nc1nnc(C)s1 | -2 | 14 | -3 | 9 | -4 | 0 | 1 | -2 | -3
Cc1oc(-c2ccccc2F)nc1CS(=O)(=O)CC(=O)NC(C)CCc1ccccc1 (stereo not drawn) | 1 | -4 | 2 | 1 | -3 | 3 | 2 | -7 | 6
Cc1c(C(=O)NCC2CCCO2)oc2ccccc12 (stereo not drawn) | -1 | nt | 8 | 5 | nt | 2 | -3 | 3 | 1
O=C(CSc1nnc2ccccn12)NC(=O)c1ccccc1Cl | nt | nt | 2 | 3 | nt | 8 | nt | 3 | 4
Cc1c(Cc2ccccc2)c(=O)oc2c(C)c(OC(C)C(=O)N[C@@H](Cc3ccccc3)C(=O)O)ccc12 (stereo partly drawn) | 0 | -6 | 1 | 9 | -1 | 19 | 12 | 0 | 22
CC1(C)CC(=O)C(=Cc2cn(-c3ccccc3)nc2-c2ccc(Cl)cc2)C(=O)C1 | -4 | -8 | 7 | 2 | 1 | 3 | 5 | 2 | 8
CCOc1ccc(C(c2c(C)[nH][nH]c2=O)c2c(C)[nH][nH]c2=O)cc1OCC | -1 | 24 | 4 | -2 | -2 | 5 | -7 | -2 | 2
Cc1csc2nc3ccccc3c(=O)n12 | 0 | -3 | 9 | 3 | -2 | 0 | -8 | 1 | 5
C=CCNC(=O)C1CC(=O)N(c2ccc(OCC(=O)NCc3ccccc3)cc2)C1 (stereo not drawn) | 0 | 4 | 8 | -1 | -2 | -3 | -4 | -7 | -3
COc1ccc(CCNC(=O)c2cc(-c3ccccc3)c(N3CCOCC3)s2)c(OC)c1OC | -2 | -4 | 2 | 6 | 2 | 17 | -1 | -2 | -1
Cc1cc(NC(=O)CSc2nnc3c(C)cc4cc(C)c(C)cc4n23)no1 | 2 | -3 | 3 | -3 | 1 | 6 | 9 | 0 | -1
Brc1ccc2[nH]ncc2c1 | -1 | 12 | 7 | 5 | 2 | 2 | -4 | 1 | 3
O=C(COC(=O)c1ccc(-c2cnc3ccccc3n2)cc1)c1ccccc1 | -1 | -2 | 5 | 0 | 1 | 7 | -5 | 5 | 5
COc1cc2c(c(OC)c1OC)-c1ccc(OC)c(=O)cc1[C@@H](NC(C)=O)CC2 | 1 | 2 | 3 | 3 | 2 | -2 | -6 | -4 | -2
COc1ccc(NC(=O)CN(C)C(=O)c2ccc3c(c2)NC(=O)CS3)cc1 | 2 | nt | -7 | -2 | nt | 8 | 5 | -1 | -6
CC(=C/c1ccccc1)/C=N/NC(=O)c1cnccn1 | -3 | 0 | 6 | 1 | -2 | 1 | -5 | -1 | 4
Cc1ccccc1NC(=O)C1CCC(C)(C(=O)O)C1(C)C (stereo not drawn) | 0 | 6 | 1 | -2 | 4 | 5 | -2 | -2 | 0

Ordered by the number under PAFAH2 inh (smallest number first): some entries from above
SMILES | PAFAH2 inh
Brc1ccc2[nH]ncc2c1 | 3
O=C(COC(=O)c1ccc(-c2cnc3ccccc3n2)cc1)c1ccccc1 | 5
Cc1oc(-c2ccccc2F)nc1CS(=O)(=O)CC(=O)NC(C)CCc1ccccc1 (stereo not drawn) | 6

Other entries:
SMILES | LYPLA1 inh | GSTO1 counter | PAFAH1B3 inh | PAFAH1B2 FP inh | Fam108B inh | pPAFAH inh | PME-1 inh | PAD4 FP inh | PAFAH2 inh
COC(=O)c1ccc(OCCCCN(C)Cc2ccccc2)cc1 | 3 | -1 | 1 | -6 | -4 | 8 | -9 | 0 | 0
O=C(CSc1nnc(CCc2nc3ccccc3[nH]2)n1-c1ccccc1)NCc1ccco1 | 0 | 8 | -4 | 0 | 1 | 0 | 0 | 0 | 3
NC(=O)C1=C[C@@H](C2CCCCC2)C[C@@H](OCc2ccc(CO)cc2)O1 | -5 | 4 | 0 | -3 | -3 | -2 | -4 | -1 | 5
O=C(Nc1cc(Cl)cc(Cl)c1)C(NCC1CCCO1)c1ccccc1 (stereo not drawn) | -7 | 1 | -4 | -4 | 1 | 3 | -5 | 2 | 3
O=C(CSc1cn[nH]n1)Nc1ccccc1C(=O)O | 0 | 1 | -3 | -3 | 0 | -2 | 3 | -3 | 12
COc1ccccc1NC(=S)NCc1ccc(Cl)cc1 | -1 | 9 | 11 | 10 | -2 | -1 | 2 | 0 | -4
O=C(COC(=O)/C=C/c1ccc(Cl)c(Cl)c1)NC1CCS(=O)(=O)C1 (stereo not drawn) | 0 | nt | 8 | 6 | nt | 3 | 4 | 4 | 2
Cc1nnc(SCC(=O)Nc2ccc(N3CCN(S(C)(=O)=O)CC3)cc2)o1 | 2 | 1 | -3 | 3 | 6 | 2 | -3 | -4 | 6
COc1ccc(OC)c(CCNC(=O)Cn2cccc2C(=O)c2ccccc2)c1 | 4 | 7 | 6 | -2 | 0 | 7 | -2 | 0 | 1
Cc1cccc(N2CCN(C(=O)C34CC5CC(CC(C5)C3)C4)CC2)c1C | 5 | -1 | -2 | -1 | -4 | 4 | -4 | -2 | 1
CCOc1ccc(OCCC(=O)Nc2ccc3c(c2)OCO3)cc1 | -1 | nt | -3 | -1 | nt | 0 | 0 | 0 | -3
OC(CNCc1ccc(-c2ccccc2)cc1)c1ccccc1 (stereo not drawn) | -5 | 4 | 10 | 8 | -6 | -4 | -6 | 1 | 10
Cc1ccc(S(=O)(=O)N2CCN(Cc3cc(C(C)(C)C)ccc3O)CC2)cc1 | -3 | 11 | 6 | 23 | 0 | 3 | -9 | -2 | 1
COc1ccc(C(C(=O)Nc2ccc(C(C)C)cc2)N(Cc2ccco2)C(=O)CC2NC(=O)NC2=O)cc1 (stereo not drawn) | -8 | 0 | -1 | 1 | -10 | -4 | -6 | 8 | 3
COc1cc(Nc2nc3ccc(Cl)cc3n3cnnc23)cc(OC)c1OC | -1 | -3 | 0 | 6 | 3 | -4 | 17 | -3 | -3
Cc1ccc(NC(=O)CC2(CC(=O)O)CCCC2)c(C)c1 | -5 | -2 | 9 | 1 | 0 | 5 | 1 | 2 | 11
CC1CCN(C(=O)c2cc(-c3ccc4c(c3)OCO4)on2)CC1 | -1 | -2 | 1 | -1 | -1 | 3 | -4 | 1 | 5
COc1ccc(NC(=O)COC(=O)C2CCC2)cc1Cl | 2 | 0 | 4 | 2 | 5 | 5 | 9 | 5 | 5
C#CCOCCOCCOCCNc1nc(N2CCN(C(=O)Cn3cc(CC(C)O)nn3)CC2)nc(N2CCN(C(=O)[C@H]([C@@H](C)CC)n3cc(CCCN=C(N)N)nn3)CC2)n1 (stereo partly drawn) | 0 | 5 | 6 | 3 | 2 | 4 | -6 | 0 | 0
COc1ccccc1C1CN(c2ccccc2)N=C1c1cccs1 (stereo not drawn) | -3 | -6 | 12 | 7 | 0 | 13 | 1 | -1 | -6
CCOc1ccc(CCN2CN(CC)CNC2=S)cc1OCC | -4 | 10 | 0 | -9 | 2 | 3 | -7 | -6 | -2
FC(F)(F)c1cc(NCc2cccs2)n2ncnc2n1 | -1 | 12 | 2 | -2 | 0 | -1 | -1 | -2 | 6
Cn1c(=O)c2c(nc(CN3CCC(C(N)=O)CC3)n2CCc2ccccc2)n(C)c1=O | -1 | 0 | 3 | 5 | 1 | 4 | 1 | 1 | 5
CCOC(=O)c1cc(C(=O)OCC)c2cc(Br)ccc2n1 | 0 | -2 | 9 | 0 | 1 | 5 | 4 | 1 | 2
CC(C)COC(=O)N1CC(O)CC1C(=O)O (stereo not drawn) | 3 | 4 | 3 | -1 | 0 | -11 | -5 | 0 | 3

Screens from PubChem BioAssay.
